Lipid storage S3 – qHTS Assay for Lipid Storage Modulators in Drosophila S3 Cells; Drosophila S3 cells, BODIPY lipid droplet fluorescence, 18-24 h; cells fed with added oleic acid; AID 2685, 2010; lipid storage change, negative = inhibition, % at the top dose, mostly 46.1 µM; hits show Potency in µM; 0.64% of 320,000 active; active = well fitted inhibition curve with a large enough effect in the signal ratio, with a control signal flat, not every such curve was filed as active; inconclusive = small, poorly fitted or top-dose-only effect, or effect the other way, or a change in a side signal; the % refers to the signal ratio
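Laser-scanning cytometry quantifies lipid droplet accumulation (500–530 nm total intensity; droplet/cell object ratio) in oleic acid-fed (400 uM added) Drosophila S3 cells treated with a concentration series. 20 uM Triacsin C defined 100% inhibition.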
Lipid storage S3 cell count max – recorded beside Lipid storage S3, whose call it bears; cell number change, %; measured here: cell count max response;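 cells counted by Cell Tracker Red CMTPX staining in the red channel; peak over a dose series mostly up to 46.1 µM; percent activity relative to internal control wells on each plate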
* = called active by the depositor; i = inactive; ? = inconclusive; / = not tested or not shown. % is scaled to controls: 0 for no effect and ±100 for the full control effect; potency is read from the fitted curve at half-maximal effect. This is a subset; the hit share may differ from the screen's.

Lipid storage S3,Lipid storage S3 cell count max,Structure
5%,/,O=C(/C=C/c1ccc(Br)cc1)NC(=S)Nc1ccc(S(=O)(=O)Nc2nccs2)cc1
?,/,O=C(OCC(=O)N1CCc2ccccc2C1)c1cccs1
i,14,Cc1cc(C)c(NC(=O)CN2C(=O)CC(C)S(=O)(=O)c3ccccc32)c(C)c1 (stereo not drawn)
-10%,-14,C=COCCNC(=S)Nc1ccccc1
-22%,16,COc1ccc(NC(=O)CN2C(=O)C(C)Oc3ccccc32)cc1OC (stereo not drawn)
?,/,CN(CC1CCOCC1)C(=O)CC1C(=O)NCCN1Cc1cccc(F)c1 (stereo not drawn)
i,24,O=C(CSc1nnc(-c2ccncc2)s1)Nc1ccccc1
?,/,Cc1noc(C)c1COc1ccccc1C(=O)NNC(=O)c1ccc(F)cc1
20%,-16,O=C(Cn1nnc(-c2cccs2)n1)N1CCc2ccccc2C1
-14%,-10,CC(C)Nc1nc2c(c(=O)n(C)c(=O)n2C)n1C
?,/,CC(=O)N1CCC(N(C(=O)Nc2c(F)cccc2F)C(C)C)CC1
?,/,CCC(CC)C(=O)Nc1cccc(-c2nc3ccccc3o2)c1
?,/,Cc1cc(C)cc(C(=O)NCC(=O)OCC(=O)c2c(N)n(C)c(=O)n(C)c2=O)c1
?,/,Cc1cccc(C(C)C)c1NS(=O)(=O)c1cn(C)nc1C
?,/,COc1ccc(C2=NOC(C(=O)NCc3cccs3)C2)cc1 (stereo not drawn)
?,/,Cc1cc(Cl)ccc1OC(C)c1nnc(N)s1 (stereo not drawn)
-1%,-7,CSc1cccc(N2CC(C(=O)NCCC3=CCCCC3)CC2=O)c1 (stereo not drawn)
i,2,O=C(NNC(=O)c1ccccc1C(=O)O)c1cc2ccccc2o1
-9%,-14,Cc1cc(Cl)ccc1C(=O)C1CCCN(C(=O)c2snnc2C)C1 (stereo not drawn)
i,/,Brc1ccc(CN2CCN(c3ccccn3)CC2)s1

One compound at a time (already shown):
COc1ccc(NC(=O)CN2C(=O)C(C)Oc3ccccc32)cc1OC (stereo not drawn) reads Lipid storage S3 = -22%; Lipid storage S3 cell count max = 16
Cc1cc(Cl)ccc1OC(C)c1nnc(N)s1 (stereo not drawn) reads Lipid storage S3 = ?; Lipid storage S3 cell count max = /

(further entries)
Lipid storage S3,Lipid storage S3 cell count max,Structure
?,/,O=C(O)CC/C(=N\NC(=O)c1ccccc1Br)c1ccccc1
?,/,CCCNC(=O)c1onc(CSc2ccc(F)cc2)c1C(=O)NCC1CC1
?,/,O=C(NCc1ccccc1)NC12CC3CC(CC(C3)C1)C2
?,/,O=C(c1cccc2ccccc12)N1CCN(Cc2ccccc2F)CC1
i,-5,COc1ccc(C(=O)/C(C)=N/O)cc1OC
?,/,CCNC(=S)N1CCN(c2cccc(C(F)(F)F)c2)CC1
?,/,Nc1c(C(=O)CSc2nnc(-c3ccccc3F)o2)c(=O)[nH]c(=O)n1C1CC1
?,/,CCOC(=O)/C=C/C(=O)Nc1ccccc1-c1ccccc1NC(=O)/C=C/C(=O)OCC
?,/,O=C(Cc1cccs1)Nc1ccc(-c2nc3ccccc3[nH]2)cc1
?,/,O=C(O)c1cc(S(=O)(=O)Nc2cc(Cl)ccc2Oc2ccccc2)ccc1O
?,/,Cc1cc(NC(=O)CSc2nc(-c3cccs3)nc3ccccc23)no1
?,/,Cc1cc(OCc2nnc(SCC(=O)O)n2-c2ccccc2)ccc1Cl
?,/,Cc1ccc(C(=O)c2c3ccccc3[n+]([O-])n2CCO)cc1
i,/,CC(=C/c1ccco1)/C=N/NC(=O)c1nnn(-c2nonc2N)c1CN(C)C
?,/,COc1ccc(S(=O)(=O)Nc2ccc3c(c2)N(C(C)=O)CCC3)cc1
19%,/,COc1ccc(N(CC(=O)Nc2ccc(C)cc2)S(=O)(=O)c2c(C)noc2C)cc1
?,/,CN(C)c1ccc(/C=N/Nc2nc3ccccc3o2)cc1
?,/,O=C(CN1CCc2ccccc2C1)Nc1cc(S(=O)(=O)N2CCOCC2)ccc1N1CCOCC1
-19%,3,COc1ccc(C(=O)N2CCN(S(=O)(=O)c3ccc(C)cc3)CC2)cc1S(=O)(=O)N1CCOCC1
-5%,-1,O=c1oc2cc(OCc3c(F)c(F)c(F)c(F)c3F)ccc2cc1-c1ccccn1

Going on with the list.
Lipid storage S3,Lipid storage S3 cell count max,Structure
10%,-17,CC1(C)c2ccccc2-c2nc3ccccc3cc2C1O (stereo not drawn)
1%,-1,COC(=O)C1=C(O)/C(=C\c2cc(C)n(-c3ccc(F)cc3)c2C)N=C1C
?,/,COc1cc(C(=O)NCCSc2ccc(Br)cc2)cc(OC)c1OC
?,/,O=C(CN1C(=O)C2CC=CCC2C1=O)Nc1ccc(S(=O)(=O)N2CCOCC2)cc1 (stereo not drawn)
?,/,CCOc1ccc(OCCSc2nc(-c3ccccc3)cc(=O)[nH]2)cc1
-5%,-4,COc1ccc(C2(O)C(=O)Nc3ccc(C)cc32)cc1OC (stereo not drawn)
22%,9,Cn1c2c(c(=O)n(C)c1=O)[C@@H]1c3c(ccc4ccccc34)OC[C@@H]1CO2
?,/,O=C(NCC1COc2ccccc2O1)c1ccc(Cl)c(S(=O)(=O)N2CCOCC2)c1 (stereo not drawn)
?,/,Cc1[nH]n(-c2ccccc2)c(=O)c1C=Nc1ccc(S(=O)(=O)Nc2nccs2)cc1
i,-17,CCCC(=O)Nc1cccc(-c2cn3ccsc3n2)c1
?,/,CC(=O)Nc1cccc(-c2nnc(-c3ccccc3)o2)c1
8%,5,Cn1ncc(Cl)c1C(=O)N1CCN(c2ccccc2)CC1
?,/,CCCN(Cc1nnc(-c2ccccc2Cl)o1)C(=O)c1oc2ccccc2c1C
13%,-8,COc1ccc(N2C(=O)CCC(C(=O)c3ccccc3)=C2C)cc1
?,/,NNc1nc(-c2ccccc2)cc(-c2ccc(Br)cc2)n1
?,/,COCCNC(=O)CSc1nccn1Cc1ccc2c(c1)OCO2
?,/,O=C(COC(=O)CCC1CCCCC1)Nc1ccc(OC(F)F)cc1
-7%,-12,CC(C)(C)c1ccc(CS(=O)(=O)CC2(O)CCN(C(=O)c3cccc(C(F)(F)F)c3)CC2)cc1
27%,/,CCN(CC)CCNC(=O)c1cc(Sc2nnc(C)s2)nc2ccccc12
?,/,COc1ccc2oc(C(=O)Nc3nc(C)cs3)c(C)c2c1

Additional compounds follow.
Lipid storage S3,Lipid storage S3 cell count max,Structure
?,/,CCCCCCCCCCCCN1C(=O)CSC1c1cccnc1 (stereo not drawn)
?,/,O=C(CCC(=O)c1ccc(Br)cc1)Nc1ccc(F)cc1
5%,3,COC(=O)CSc1ncnc2c(C)csc12
?,/,COc1ccccc1NC(=O)Nc1nc(CC(=O)Nc2ccc(N(C)C)cc2)cs1
11%,8,Cc1ccc(C(=O)Nc2ccc(CN3CCCCC3)cc2)c(C)c1
?,/,NC(=O)CC(NC(=O)Cc1ccc(Cl)cc1)c1ccc(NCCOc2ccccc2)c([N+](=O)[O-])c1 (stereo not drawn)
i,11,CCc1cc2cc(C(=O)Nc3ccccc3F)sc2s1
?,/,Cc1[nH]n(C2=NCCS2)c(=O)c1N=Nc1ccccc1
?,/,CCOc1ccc(NCc2nnc(SCc3ccc(Cl)cc3)n2-c2ccccc2)cc1
?,/,COc1ccc(CCNc2oc(-c3ccccc3OC)nc2C#N)cc1OC
?,/,Cc1cc(C(=O)NCc2cc(C)n(C)n2)sc1-c1ccccc1
15%,8,O=C(O)C1=C[C@@H](c2csc3ccccc23)C[C@@H](OCc2ccc(CO)cc2)O1
?,/,CC(C)c1ccc(NC(=O)[C@H](Cc2c[nH]c3ccccc23)NC(=O)[C@@H]2Cc3ccccc3CN2)cc1
?,/,CCN1C(=O)[C@H]2[C@@H](c3ccc(C)cc3)N3C(=O)N(c4ccc(OC)cc4)C(=O)[C@@]3(CC)[C@H]2C1=O
?,/,CCCc1cc(=O)oc2cc(OCC(=O)N3CCC(C(N)=O)CC3)ccc12
?,/,O=C(CCNc1cccc(C(F)(F)F)c1)c1ccco1
?,/,COc1ccc(NS(=O)(=O)c2cc(NC(=O)C3CCCO3)ccc2N2CCCCC2)cc1 (stereo not drawn)
?,/,Cc1cc(Cl)n2c(nc3cc(F)c(F)cc32)c1C#N
?,/,O=[N+]([O-])c1ccc(C[n+]2cccc(O)c2)cc1
6%,0,O=C(Nc1ccc(Cl)cc1)c1ccc2nsnc2c1

Two compounds picked at random from the list so far, as already listed:
Lipid storage S3,Lipid storage S3 cell count max,Structure
?,/,Cc1cc(C(=O)NCc2cc(C)n(C)n2)sc1-c1ccccc1
?,/,CC(C)c1ccc(NC(=O)[C@H](Cc2c[nH]c3ccccc23)NC(=O)[C@@H]2Cc3ccccc3CN2)cc1

Part of the list above in order of count of non-hydrogen atoms, smallest number first.
Lipid storage S3,Lipid storage S3 cell count max,Structure
5%,3,COC(=O)CSc1ncnc2c(C)csc12
?,/,O=C(CCNc1cccc(C(F)(F)F)c1)c1ccco1
11%,8,Cc1ccc(C(=O)Nc2ccc(CN3CCCCC3)cc2)c(C)c1
?,/,COc1ccc(NS(=O)(=O)c2cc(NC(=O)C3CCCO3)ccc2N2CCCCC2)cc1 (stereo not drawn)

The results go on:
Lipid storage S3,Lipid storage S3 cell count max,Structure
5%,-10,O=C(NCCCN1CCCC1=O)C1CCN(S(=O)(=O)c2cccc(C(F)(F)F)c2)CC1
0%,1,CCc1ccc(C2=NN(CCC(=O)NCc3cccs3)C(=O)CC2)cc1
?,/,Cc1nc(N2CCN(c3ccccn3)CC2)c2c(C)c(C(=O)Nc3ccc(F)c(Cl)c3)sc2n1
?,/,COc1ccccc1NC(=O)C(=O)N/N=C(\C)CC(=O)Nc1ccc(OCc2ccccc2)cc1
-15%,13,CCOc1ccccc1/C=C(/NC(=O)c1ccccc1)C(=O)N1CCCCC1
21%,27,CCOC(=O)C1CCCN(C(=O)CN2C(=O)NC(C)(c3ccc4ccccc4c3)C2=O)C1 (stereo not drawn)
?,/,CC(C)N(CCCNC(=O)CC1Oc2ccccc2NC1=O)Cc1ccccc1 (stereo not drawn)
32%,7,CCn1cc(C(=O)NCc2ccc(Cl)cc2)c(=O)c2cc(S(=O)(=O)N3CCOCC3)ccc21
?,/,O=S(=O)(/C=C/c1ccccc1)N1CCN(Cc2ccc3c(c2)OCO3)CC1
-14%,-9,CCOc1cc(C2CC(=O)NC3=C2C(=O)C(C(=O)OC)C(C)C3)cc(Cl)c1O (stereo not drawn)
-8%,-12,COc1ccccc1NC(=O)CSc1nnc(-c2ccc(NC(C)=O)cc2)n1C
?,/,COc1ccc(N2CCN(C(=O)CCS(=O)(=O)c3ccc4c(c3)NC(=O)CO4)CC2)cc1
?,/,Cc1ccc(S(=O)(=O)NNC(=O)c2ccccc2-n2cccc2)cc1
-5%,0,CC(=O)Nc1ccc(OCC(O)Cn2cnc3ccccc32)cc1 (stereo not drawn)
4%,-11,Cc1ccc(-c2cn3cc(C)ccc3n2)cc1
?,/,COc1ccc(OC)c(CN(CCN2CCOCC2)C(=O)Nc2ccccc2)c1
?,/,CCn1cc(S(=O)(=O)Nc2cc(C(=O)OC)ccc2C)cn1
18%,-1,CC(C)n1c(Oc2ccc(F)cc2)nc2c1c(=O)n(C)c(=O)n2C
?,/,Cc1ccc(Oc2ccc(OCC(=O)NC(C)C(=O)O)cc2)cc1 (stereo not drawn)
?,/,CCOC(=O)c1c(NC(=O)CSc2nc3ccccc3s2)sc(C(C)=O)c1C

Some of the entries so far, with two lines to a compound.
Values run as follows: Lipid storage S3 | Lipid storage S3 cell count max
- Cn1ncc(Cl)c1C(=O)N1CCN(c2ccccc2)CC1
 : 8% | 5
- COc1ccc(C2(O)C(=O)Nc3ccc(C)cc32)cc1OC (stereo not drawn)
 : -5% | -4
- CN(C)c1ccc(/C=N/Nc2nc3ccccc3o2)cc1
 : ? | /
- Cc1ccc(-c2cn3cc(C)ccc3n2)cc1
 : 4% | -11
- CCN(CC)CCNC(=O)c1cc(Sc2nnc(C)s2)nc2ccccc12
 : 27% | /

Additional entries follow:
Lipid storage S3,Lipid storage S3 cell count max,Structure
?,/,COc1cc(OC)cc(C(=O)Nc2cccc3nc(C)ccc23)c1
?,/,CCNC(=O)CON=C1c2ccccc2-c2ccccc21
i,0,CNC(=O)C(=O)NCCC1CCCCN1S(=O)(=O)c1cccs1 (stereo not drawn)
?,/,Cc1ccc(C(=O)NNC(=O)c2ccoc2C)s1
?,/,COC(=O)c1cc(NC(=O)/C=C/c2ccccc2)ccc1O
-3%,11,O=c1ccc(-c2ccc([N+](=O)[O-])cc2)nn1-c1ccccc1
-1%,-14,Cc1cc(NN)nc(Cc2ccccc2)n1
?,/,c1ccc(C2C/C(=N\N3CCOCC3)c3ccccc3O2)cc1 (stereo not drawn)
?,/,Cn1c(/C=N/Nc2nc3ccccc3[nH]2)nc2ccccc21
?,/,CCOc1ccc(N=C2C(=O)Nc3ccc(C)c(Br)c32)cc1
?,/,CCN1/C(=C2/SC(=S)NC2=O)Sc2ccccc21
7%,4,COC(=O)c1ccc(C2c3c(oc4cc(C)c(C)cc4c3=O)C(=O)N2CCCN(C)C)cc1 (stereo not drawn)
26%,17,Cc1cc2c3c(c1)C(C)CC(C)(C)N3C(=O)C2=C(C#N)C#N (stereo not drawn)
?,/,CCOc1cccc(C(=O)Nc2cccc(-c3nc4ncccc4o3)c2C)c1
4%,9,O=C(CSc1n[nH]c(=O)n1-c1ccccc1)N1CCOCC1
?,/,Cc1nccn1CC(O)COc1ccccc1 (stereo not drawn)
?,/,Cc1cc(-c2n[nH]c(=S)n2/N=C/c2cccs2)n[nH]1
29µM*,-26*,CC(C(=O)NC1=NCCS1)N1C(=O)C2CC=CCC2C1=O (stereo not drawn)
3%,8,Cc1cccc(C(=O)Nc2sc3c(c2C(=O)O)CCC3)c1
?,/,CN(C)c1ncc(/C=C2/C(=O)NC(=S)N(C3CCCCC3)C2=O)cn1

Assay outcomes deposited in PubChem BioAssay by National Center for Advancing Translational Sciences (NCATS).
